# Source: PubChem BioAssay
# KinaseGlo FLuc = Counterscreen for Luciferase (Kinase-Glo TM) Inhibition. Potency, µM (series often up to 38.3 µM), for the others: at the top dose activity change, negative = inhibition, actives largely listed as inhibitors. Kinase-Glo luciferase, ATP luminescence, 8 min. Luciferin 4-monooxygenase (Photuris pensylvanica), Q27757. 200,000 compounds, 0.28% hits. AID 1379, 2008; note: % is set by controls: 0 for no effect and ±100 for the full control effect; nearly all actives have a fitted effect of over 60% in size
#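 Compound is pinned into ATP-containing buffer (10 uM ATP, imidazole pH 7.2, 7 mM MgCl2). Kinase-Glo luciferase reagent is then added. Light output is recorded following an 8-min room-temperature incubation.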
# ALDH1A1 block = qHTS Assay for Inhibitors of Aldehyde Dehydrogenase 1 (ALDH1A1). AID 1030, 2008. Purified ALDH1A1, NADH fluorescence, propionaldehyde substrate. Aldehyde dehydrogenase 1A1 (Homo sapiens), P00352. Potency, µM (doses to about 75.3 µM), for the others: top-dose activity, negative = inhibition, usual class: inhibitors. 220,000 compounds, 7.3% hits; active = well fitted inhibition curve with a large enough effect, not every such curve was filed as active; inconclusive = small, poorly fitted or top-dose-only effect, or another doubt; inactive = no such curve, though single readings can be large or run the other way;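 note: plate controls were no enzyme wells and a reference inhibitor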
# LMNA splice mod = qHTS Assay for Modulators of Lamin A Splicing. AID 1487, 2009. HeLa LMNA splicing GFP/RFP minigene ratio, 48 h. 200,000 compounds, 0.01% hits. Potency, µM (highest dose often 46.1 µM), for inactives: at the top dose ratio change, negative = inhibition, most hits filed as inhibitors; active = well fitted inhibition curve with a large enough effect in the signal ratio, with a control signal flat, not every such curve was filed as active; inconclusive = small, poorly fitted or top-dose-only effect, or effect the other way, or a change in a side signal; the % refers to the signal ratio; note: % is set by controls: 0 for no effect and ±100 for the full control effect
#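 Read-out is the ratio of GFP to DsRed2 object intensity, acquired by 488 nm laser-scanning cytometry on HeLa lamin A-EGFP minigene reporter cells. Compound incubation 48 hrs at 37 °C in Opti-MEM with 2% FBS; DMSO 0.5% final.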
# Tau ThT inhib = qHTS for Inhibitors of Tau Fibril Formation, Thioflavin T Binding; Potency, µM (titrated, usually from 57.4 µM), for the others: top-dose activity, negative = inhibition, hits mostly inhibitors; recombinant tau K18 P301L (four-repeat tau fragment), heparin-induced fibrillization, ThT fluorescence; Microtubule-associated protein tau (Homo sapiens), P10636; 270,000 compounds, 2.1% hits; note: % is set by controls: 0 for no effect and ±100 for the full control effect; nearly all actives have a fitted effect of over 55% in size
# Target sequence (P10636 561-689 P618L limits assumed): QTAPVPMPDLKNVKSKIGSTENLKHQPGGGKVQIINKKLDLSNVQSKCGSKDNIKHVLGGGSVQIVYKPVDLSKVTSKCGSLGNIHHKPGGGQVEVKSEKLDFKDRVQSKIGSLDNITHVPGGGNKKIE
#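 Recombinant human tau K18 fragment […] carrying P301L, 15 uM unlabeled plus 0.24 uM Alexa 594-labeled, was fibrillized with 20 uM heparin in 100 mM sodium acetate pH 7 for 6 hr at 37 C; 30 uM ThT fluorescence read after 1 hr.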
# JMJD2E inh = qHTS Assay for Inhibitors of Human Jumonji Domain Containing 2E (JMJD2E); JMJD2E catalytic domain, FDH-coupled NADH fluorescence (FDH is formaldehyde dehydrogenase); Potency, µM (top dose mostly 57.1 µM), without a hit: at the top dose activity change, negative = inhibition, usual class: inhibitors; 230,000 compounds, 1.6% hits; AID 2147, 2009; active = well fitted inhibition curve with a large enough effect, not every such curve was filed as active; inconclusive = small, poorly fitted or top-dose-only effect, or another doubt; inactive = no such curve, though single readings can be large or run the other way;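 note: 0% = wells with enzyme and -100% = buffer wells without enzyme; nearly all actives have a fitted effect of over 50% in size; many of its hits are not listed in these tables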
# L3MBTL1 block = qHTS Assay for the Inhibitors of L3MBTL1. Lethal(3)malignant brain tumor-like protein 1 (Homo sapiens), Q9Y468. Potency, µM (highest dose often 57.1 µM), for the others: at the top dose activity, negative = inhibition, hits mostly inhibitors. 230,000 compounds, 0.66% hits. AID 485360, 2010. AlphaScreen L3MBTL1–H3K9me1 peptide binding; note: % is set by controls: 0 for no effect and ±100 for the full control effect; nearly all actives have a fitted effect of over 60% in size
# Target sequence (Q9Y468 whole entry, looked up): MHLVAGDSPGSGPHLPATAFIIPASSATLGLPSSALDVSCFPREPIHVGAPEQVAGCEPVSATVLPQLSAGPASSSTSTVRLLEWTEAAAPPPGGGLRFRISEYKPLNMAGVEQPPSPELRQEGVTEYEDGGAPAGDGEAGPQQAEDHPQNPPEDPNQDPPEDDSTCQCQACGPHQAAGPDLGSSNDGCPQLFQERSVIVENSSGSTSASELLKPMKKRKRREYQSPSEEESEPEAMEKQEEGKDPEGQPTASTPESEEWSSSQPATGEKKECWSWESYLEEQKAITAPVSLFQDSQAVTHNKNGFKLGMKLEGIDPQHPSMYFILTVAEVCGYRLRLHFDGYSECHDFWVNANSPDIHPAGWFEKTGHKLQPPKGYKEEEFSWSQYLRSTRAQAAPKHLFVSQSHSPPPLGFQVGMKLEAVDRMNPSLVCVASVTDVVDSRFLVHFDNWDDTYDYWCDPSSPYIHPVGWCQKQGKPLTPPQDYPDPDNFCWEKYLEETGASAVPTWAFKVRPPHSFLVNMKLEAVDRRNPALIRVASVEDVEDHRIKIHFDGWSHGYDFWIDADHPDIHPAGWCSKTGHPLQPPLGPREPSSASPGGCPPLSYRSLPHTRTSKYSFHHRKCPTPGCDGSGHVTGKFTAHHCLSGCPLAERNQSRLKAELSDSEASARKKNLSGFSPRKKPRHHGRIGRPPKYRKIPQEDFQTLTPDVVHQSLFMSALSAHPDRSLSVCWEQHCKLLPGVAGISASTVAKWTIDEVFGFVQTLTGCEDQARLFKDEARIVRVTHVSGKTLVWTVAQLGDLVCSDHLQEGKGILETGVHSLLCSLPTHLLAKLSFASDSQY
#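 L3MBTL1 50 nM + b-AHA-H3(1-15)K9me1 75 nM, 30 min RT; compound added, 30 min RT; streptavidin donor/Ni-chelate acceptor beads 10 ug/mL each final, 30 min RT dark; AlphaScreen read.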
# RECQ1 helicase = qHTS Assay for Inhibitors of RecQ-Like Dna Helicase 1 (RECQ1). RECQ1 DNA unwinding, red fluorescence kinetic read. Potency, µM (series often up to 57.3 µM), for the others: top-dose activity, negative = inhibition, usual class: inhibitors. 240,000 compounds, 0.54% hits;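 note: plate controls were vehicle for no effect and no enzyme for full effect; nearly all actives have a fitted effect of over 30% in size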
#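 50 nM RECQ1T1 preincubated 15 min with compound in Tris pH 8.0 buffer with MgCl2, DTT, Tween-20 and 2.5 ug/ml poly(dI-dC); started with 200 nM TAMRA/BHQ-2 forked duplex and 2 mM ATP. Unwinding read as fluorescence (525/598 nm), two reads 2 h apart.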
# SMN2 splice up = qHTS Assay for Enhancers of SMN2 Splice Variant Expression; AID 1458, 2008; HEK293 SMN2-luciferase splicing reporter, luminescence, 30-36 h; 210,000 compounds, 2.8% hits; Potency, µM (series often up to 46.1 µM), for inactives: at the top dose activity change, positive = activation, actives largely listed as activators; note: % of control where 0% means no effect; nearly all actives have a fitted effect of over 55% in size
#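 HEK293 cells carry an SMN2 […]–luciferase reporter in which exon 7 inclusion puts luciferase in frame. Cells were plated 10-12 h before compound addition, then incubated 30-36 h at 37C. ONE-Glo luminescence was read; sodium butyrate at 4.5 mM final served as control.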
# An asterisk follows results filed as active; i = inactive; ? = inconclusive; · = not tested or not shown; & = joins results of further samples; [ ] = dose if it differs, or a comment. Unless noted, calls come from the whole dose curve; as a rule, active = well fitted curve in the direction sought with a large enough effect; inconclusive = small, poorly fitted or top-dose-only effect, or another doubt; inactive = no such curve, though single readings can be large; an effect the other way counts as inactive or inconclusive. Potency is the fitted concentration of half-maximal effect. Some of the compounds tested (hit frequency here may not be typical).
no. | Compound | L3MBTL1 block | KinaseGlo FLuc | LMNA splice mod | SMN2 splice up | JMJD2E inh | ALDH1A1 block | RECQ1 helicase | Tau ThT inhib
1 | CCN(CC)S(=O)(=O)c1cccc(C(=O)OCC(=O)Nc2ccccc2OC(F)F)c1 | · | -5% | -5% | 0% | 1% | 9% | -8% | -8%
2 | NC(=O)c1cc[n+](CC2=C(C(=O)O)N3C(=O)C(NC(=O)C(c4ccccc4)S(=O)(=O)[O-])C3SC2)cc1 (stereo unspecified) | · | -5% | · | -10% | ? | ? | 15% | ?
3 | Cc1nc2oc3c(=O)[nH]cnc3c2c2c1COC(C)(C)C2 | -11% | · | · | · | ? | · | 6% | -12%
4 | O=C(COC(=O)CNC(=O)c1ccccc1F)NCCC1=CCCCC1 | 8% | -2% | -7% | -3% | 5% | ? | -10% | -1%
5 | NC(=O)C1CCN(c2nc(-c3ccccc3)nc3ccccc23)CC1 | 3% | 1% | -6% | 6% | -7% | -2% | -3% | 0%
6 | O=c1c2c(nc(NCCO)n1CC1CCCCC1)-c1ccccc1CC21CCCC1 | · | 2% | ? | -66%[inhibitor] | ? | ? | -19% | -22%
7 | O=C(NCc1ccccn1)C1CCCN(Cc2cnn(-c3ccccc3)c2-n2cccc2)C1 (stereo unspecified) | 1% | 7% | -7% | -2% | 19% | 7% | -5% | -5%
8 | CCOC(=O)c1sc(NC(=O)CN(CC(C)C)CC(C)C)c(C(=O)OCC)c1C | · | -4% | 0% | -89%[inhibitor] | 0% | 22µM* | -2% | -12%
9 | O=C(NN1C(=O)/C(=C\c2ccc(O)c([N+](=O)[O-])c2)SC1=S)c1ccccc1Cl | 0% | · | · | · | -6% | 14µM* | -7% | 3.2µM*
10 | CCCC(=O)Oc1ccc(-c2nccc(C(OC)OC)n2)cc1 | 0% | 3% | -2%[46 µM] | -1% | 3% | 1% | 1% | -10%
11 | O=C(Nc1ccc(O)c(-c2nc3ccccc3o2)c1)C1(c2ccc([N+](=O)[O-])cc2)CCCC1 | 13% | · | -9% | · | -2% | 11% | -10% | -7%
12 | Cc1nc2ccccn2c1C(=O)CSc1ccccc1Cl | -3% | -3% | -3% | -17% | -1% | ? | 1% | -10%
13 | O=C(O)CC1NC(=O)N(c2ccc(Cl)cc2)C1=O (stereo unspecified) | · | -1% | 12% | · | 1% | 8% | -3% | -10%
14 | CC/C(=N\NC(=O)c1ccncc1)C12CC3CC(CC(C3)C1)C2 | · | -1% | 7% | -2% | 93%[activator] | -12% | -15% | -2%
15 | C/C(=N/NC(=O)c1ccc2c(c1)OCO2)c1ccc(NC(=O)C(F)(F)F)cc1 | 13% | 0% | -13% | 79% | 4% | ? | -6% | ?
16 | O=C(O)C1CCCCC1C(=O)NCCc1ccc(Cl)cc1 (stereo unspecified) | · | -3% | 6% | · | 1% | ? | -3% | -7%
17 | COc1ccccc1Oc1ccc2c(c1)C(=O)N(c1ccc(C)cc1)C2=O | -2% | -5% | ? | -13% | 0% | 7% | i | -11%
18 | Cc1ccc(C)c(N2CCN(C(=O)CCCOc3cc(=O)n(C)c4ccccc34)CC2)c1 | -6% | -4% | 16% | -17% | 0% | -5% | -11% | ?
19 | COC(=O)Cc1nc2ccccc2[nH]1 | 6% | -6% | 3% | -32%[inhibitor] | ? | ? | 0% | ?
20 | CCOC(=O)C1=C(O)/C(=C/c2cc(C)n(-c3ccccc3)c2C)N=C1C | -24% | · | · | · | ? | ? | 10% | ?
21 | CC(C)c1ccc(NC(=O)C2C3C=CC4(CN(CCCN5CCOCC5)C(=O)C24)O3)cc1 (stereo unspecified) | · | 3% | 5% | -17% | 7% | 20% | -6% | -9%
22 | COc1ccc(NC(=O)COc2ccc(C(=O)OCC(=O)N(C)C3CCS(=O)(=O)C3)cc2OC)cc1 (stereo unspecified) | 11% | -1% | -2%[46 µM] | 1% | 2% | -5% | i | -6%
23 | Cc1ccc(C(=O)Oc2ccc(Cl)c3cccnc23)cc1[N+](=O)[O-] | ? | -6% | ? | 13% | -28% | 2% | -1% | ?
24 | CCCCNc1ncnc2c1cnn2-c1ccc(C)cc1C | 8% | 1% | -17% | -28% | -7% | ? | -11% | -19%
25 | COC(=O)c1cc(Br)c(=O)n(-c2ccccc2F)c1 | 1% | -2% | 15%[0.0737 µM] | -23% | -4% | -9% | 6% | -5%

# 5 entries out of the list above, sorted by their value in LMNA splice mod, high to low:
item | molecule | LMNA splice mod | SMN2 splice up | JMJD2E inh | ALDH1A1 block | RECQ1 helicase | Tau ThT inhib
18 | Cc1ccc(C)c(N2CCN(C(=O)CCCOc3cc(=O)n(C)c4ccccc34)CC2)c1 | 16% | -17% | 0% | -5% | -11% | ?
19 | COC(=O)Cc1nc2ccccc2[nH]1 | 3% | -32%[inhibitor] | ? | ? | 0% | ?
8 | CCOC(=O)c1sc(NC(=O)CN(CC(C)C)CC(C)C)c(C(=O)OCC)c1C | 0% | -89%[inhibitor] | 0% | 22µM* | -2% | -12%
1 | CCN(CC)S(=O)(=O)c1cccc(C(=O)OCC(=O)Nc2ccccc2OC(F)F)c1 | -5% | 0% | 1% | 9% | -8% | -8%
7 | O=C(NCc1ccccn1)C1CCCN(Cc2cnn(-c3ccccc3)c2-n2cccc2)C1 (stereo unspecified) | -7% | -2% | 19% | 7% | -5% | -5%

# New compounds follow:
no. | Compound | L3MBTL1 block | KinaseGlo FLuc | LMNA splice mod | SMN2 splice up | JMJD2E inh | ALDH1A1 block | RECQ1 helicase | Tau ThT inhib
26 | Brc1ccc(Nc2c3c(nc4ncnn24)CCC3)cc1 | 17% | -1% | ? | -39%[inhibitor] | 1% | 3% | -9% | -13%
27 | O=C(Nc1ccncc1)c1cncc(Br)c1 | -8% | -6% | -10% | 4% | 5% | ? | 4% | 0%
28 | COc1ccc(Cc2c(O)nc(SCC(=O)NC(C)(C)C)[nH]c2=O)cc1 | 16% | 5% | 3%[46 µM] | · | -3% | ? | -16% | -9%
29 | Fc1ccc(CSc2nc3ncc(Br)cc3[nH]2)cc1 | · | -3% | 1% | 9% | 2% | 7% | -5% | -11%
30 | O=C(CN1C(=O)/C(=C/c2ccccc2F)Oc2ccccc21)N1CCN(c2ccccn2)CC1 | 11% | -3% | -15% | -2% | 156% | ? | 0% | -2%
31 | O=C(Nc1ccccc1)c1ccccc1N=Cc1cccc(O)c1 | -3% | 1% | -5%[9.22 µM] | -3% | ? | ? | i | 7%
32 | COc1ccc(/C(N)=N/OC(=O)Oc2ccccc2)cc1OC | 11% | 4% | 1% | -7% | 8% | -16% | -13% | 7%
33 | Cc1[nH]c2ccccc2c(=O)c1CN(C)Cc1ccccc1 | 6% | -2% | 4% | ? | 3% | 9% | -7% | 5%
34 | CC(=O)SCC[N+](C)(C)C | · | -4% | -16% | 3% | 9%&3% | 13% | -7% | -5%&-11%
35 | Cc1nnc(Sc2nc3ccccc3o2)c2ccccc12 | · | 0% | ? | · | 2% | ? | -6% | -26%
36 | CC(=O)C1C(c2cccc(F)c2)c2c(n[nH]c2C)CC1(C)O (stereo unspecified) | -3% | · | · | · | 5% | · | 1% | 6%
37 | Cc1ccc(S(=O)(=O)NC(=NCC(=O)O)c2ccc(F)cc2)cc1 | · | 2% | 10% | 14% | 0% | -4% | -3% | -2%
38 | CC(C)NC(=O)CN1CCC(c2ccccc2)C(O)C1 (stereo unspecified) | -2% | -6% | 18%[46 µM] | · | 23% | 5% | -10% | 10%
39 | COc1ccc(C2/C(=C(/O)c3ccccc3)C(=O)C(=O)N2CC(C)O)c(OC)c1 (stereo unspecified) | 0% | -4% | 2% | 1% | 4% | ? | -5% | -4%
40 | CCn1nc(C)cc1Nc1ccccc1 | · | 1% | -3% | -8% | 5% | 0% | i | -4%
41 | CC(=O)Nc1ccc(NC(=O)COC(=O)CCc2nc3ccccc3s2)cc1 | -1% | 2% | · | -4% | -2% | ? | i | ?
42 | Cc1ccc(Cl)cc1N1CCN(C(=O)Cc2c(C(=O)O)[nH]c3ccccc23)CC1 | · | -1% | -5% | 17% | -7% | -12% | -1% | -24%
43 | COc1cc(CN/C(C)=C(\C#N)C(N)=O)cc(OC)c1OC | 5% | 2% | -5% | -4% | -2% | 15% | -3% | 0%
44 | C/C(=N\NS(=O)(=O)c1ccc(C)c([N+](=O)[O-])c1)c1ccc2c(c1)OCO2 | · | · | · | · | -8% | 22µM* | -9% | -9%
45 | COc1cc2c(cc1NC(=O)CSc1nnc(COc3ccc(Cl)cc3)n1C)oc1ccccc12 | 3% | -2% | -1% | -9% | -14% | 10% | i | ?

# Looked up by compound from above:
no. | Compound | L3MBTL1 block | KinaseGlo FLuc | LMNA splice mod | SMN2 splice up | JMJD2E inh | ALDH1A1 block | RECQ1 helicase | Tau ThT inhib
45 | COc1cc2c(cc1NC(=O)CSc1nnc(COc3ccc(Cl)cc3)n1C)oc1ccccc12 | 3% | -2% | -1% | -9% | -14% | 10% | i | ?
27 | O=C(Nc1ccncc1)c1cncc(Br)c1 | -8% | -6% | -10% | 4% | 5% | ? | 4% | 0%
43 | COc1cc(CN/C(C)=C(\C#N)C(N)=O)cc(OC)c1OC | 5% | 2% | -5% | -4% | -2% | 15% | -3% | 0%
